Screens from PubChem BioAssay.
12-LOX inh – blocks human arachidonate 12S-lipoxygenase. hit rate 1.1% among 580,000. purified 12hLO, xylenol orange hydroperoxide absorbance. Potency, µM (highest dose often 108 µM), without a hit: at the top dose activity change, negative = inhibition, hits mostly inhibitors; further: potency means the concentration at half of the fitted maximal effect; on the % scale 0 is the no-effect control and ±100 the full control effect
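Hydroperoxide product was detected by ferrous iron/xylenol orange as the 573 to 405 nm absorbance ratio. Arachidonic acid at 40 uM (final) was turned over for 30 min at room temperature by 150 nM human 12hLO, pH 7.0 Hepes buffer, after 15 min compound preincubation.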
LDHA block – inhibitors of human lactate dehydrogenase A; activity change, % (values are at about 110 or 230 µM); purified LDHA, NADH/diaphorase-resazurin fluorescence; active compounds read low; AID 1347041; hit rate 0.15% among 480,000; in the data active means activity change below about -30%; inconclusive means mostly about -25% to -30%;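 further: plate controls were DMSO wells for no effect and wells without enzyme for full effect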
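Resorufin fluorescence (ex540/em590), read at 0 and 20 min after diaphorase/resazurin addition, reports the NADH left after a 5 min room-temperature reaction of 2 nM human LDH5 with 0.06 mM NADH and 0.2 mM pyruvate.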
Vif-APOBEC3G blk – inhibitors of Vif-APOBEC3G interaction; Potency, µM (titrated, usually from 46.1 µM), without a hit: at the highest dose activity, negative = active, usual class: inhibitors; hit rate 0.076% among 410,000; HeLa A3G-eYFP + Vif (tagged APOBEC3G with the HIV-1 protein that degrades it), YFP fluorescence, overnight;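 further: potency means the concentration at half of the fitted maximal effect; on the % scale 0 is the no-effect control and ±100 the full control effect; nearly all actives have a fitted effect of over 60% in size; hits raise eYFP signal because A3G escapes Vif-driven loss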
Target sequence (Q9HC16 whole entry, looked up): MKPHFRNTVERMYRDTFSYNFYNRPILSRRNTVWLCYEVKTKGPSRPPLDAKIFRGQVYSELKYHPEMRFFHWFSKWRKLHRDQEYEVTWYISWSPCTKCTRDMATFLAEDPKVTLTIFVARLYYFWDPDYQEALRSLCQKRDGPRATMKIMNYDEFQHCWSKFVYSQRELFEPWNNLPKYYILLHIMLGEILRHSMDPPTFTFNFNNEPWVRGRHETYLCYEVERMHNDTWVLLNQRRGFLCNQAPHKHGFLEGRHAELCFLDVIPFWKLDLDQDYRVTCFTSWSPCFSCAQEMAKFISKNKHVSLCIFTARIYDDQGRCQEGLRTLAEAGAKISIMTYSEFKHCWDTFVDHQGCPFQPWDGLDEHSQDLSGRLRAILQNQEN
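Read-out is eYFP fluorescence (Ex 488/Em 500-530) from Vif-expressing HeLa A3G-eYFP cells; more signal means A3G escaped Vif-mediated degradation. Cells plated overnight, compound pinned in, incubated overnight at 37 deg C.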
Vif-A3F inh – Vif-A3F binding inhibition; HeLa A3F-eYFP + Vif (tagged APOBEC3F with the HIV-1 protein that degrades it), YFP fluorescence increase; Potency, µM (top dose mostly 46.1 µM), for inactives: at the highest dose activity, negative = active; hit rate 0.2% among 390,000; further: potency means the concentration at half of the fitted maximal effect; % of control where 0% means no effect; nearly all actives have a fitted effect of over 65% in size
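HeLa cells stably expressing A3F-eYFP plus Vif, plated and incubated overnight at 37 deg C, then exposed to compounds overnight at 37 deg C. Blocked degradation read as raised yellow fluorescence (Ex 488/Em 500-530).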
RGS4 inhibitor – human RGS4 inhibition | hit rate 0.039% among 390,000 | Transcreener GDP fluorescence polarization, RGS4-accelerated GTP hydrolysis | P49798 | Potency, µM (highest dose often 114 µM), for the others: at the highest dose activity change, negative = inhibition, most hits filed as inhibitors; further: potency means the concentration at half of the fitted maximal effect; on the % scale 0 is the no-effect control and ±100 the full control effect; nearly all actives have a fitted effect of over 75% in size; some results filed as inactive show a strong effect at the top dose
Target sequence (P49798 whole entry, looked up): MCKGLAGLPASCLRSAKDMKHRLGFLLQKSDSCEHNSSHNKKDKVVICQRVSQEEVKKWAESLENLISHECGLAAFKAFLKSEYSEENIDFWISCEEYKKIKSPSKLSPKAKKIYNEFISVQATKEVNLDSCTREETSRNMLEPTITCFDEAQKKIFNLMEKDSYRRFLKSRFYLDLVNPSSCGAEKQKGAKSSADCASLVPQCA
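MLSMR compounds (23 nl, pin-transferred) preincubated 10 min at room temperature with a 500nM (2x) first reagent, then RGS4 at 900nM (2x) plus Transcreener GDP mix added; fluorescence polarization (620/688 nm) read before and after 90 min at 30 °C.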
ERG Ets-DNA blk – ERG Ets/DNA interaction inhibition | P11308 | Potency, µM (doses to about 76.9 µM), for the others: top-dose FP activity, negative = inhibition, most hits filed as inhibitors | fluorescence polarization, His-ERG Ets domain / labelled DNA | AID 624246 | hit rate 0.028% among 370,000; active means well fitted inhibition curve with a large enough effect in the polarisation, with a control signal flat; inconclusive means small, poorly fitted or top-dose-only effect, or effect the other way, or a change in a side signal; inactive means no such curve, though single readings can be large or run the other way; the % refers to the polarisation;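 further: polarization taken with two DNA probes labelled with fluorescein and Texas red; potency means the concentration at half of the fitted maximal effect; % of control where 0% means no effect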
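His-tagged ERG Ets domain (1 uM in the protein solution; 300mM KCl, 50mM Tris-HCl, 1mM EDTA, 1mM DTT, pH 7.5) received compound, then a probe mix of 5 nM fluorescein-DNA and 100nM Texas-615-DNA. Fluorescence polarization was read for both dyes.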
D2 agonist – D2 dopamine receptor (human) agonism; hit rate 0.53% among 340,000; HEK293 T-REx D2 cells, calcium flux agonist mode; activation, % at 2 µM; AID 485358; P14416;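 active means activation over 3 SD above normal in the single-dose calcium agonist read, cut at about 30% in these data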; further: 0% is about no effect
Target sequence (P14416 whole entry, looked up): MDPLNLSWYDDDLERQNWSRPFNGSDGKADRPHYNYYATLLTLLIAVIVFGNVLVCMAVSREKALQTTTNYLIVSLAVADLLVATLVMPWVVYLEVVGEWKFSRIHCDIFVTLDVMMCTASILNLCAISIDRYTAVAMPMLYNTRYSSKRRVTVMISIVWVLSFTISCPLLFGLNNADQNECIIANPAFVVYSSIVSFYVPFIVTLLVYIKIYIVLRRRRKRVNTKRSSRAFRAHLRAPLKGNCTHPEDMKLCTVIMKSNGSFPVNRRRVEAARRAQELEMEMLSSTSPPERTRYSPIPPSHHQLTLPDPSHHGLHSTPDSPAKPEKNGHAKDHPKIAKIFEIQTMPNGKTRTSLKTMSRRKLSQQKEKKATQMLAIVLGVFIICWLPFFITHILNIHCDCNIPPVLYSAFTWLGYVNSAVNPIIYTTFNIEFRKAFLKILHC
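Agonism is scored from calcium flux in a force-coupled, inducible HEK293 cell line expressing D2, read kinetically for 180 s after compound addition against dopamine controls.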
GRP78 ERSR act – induces the endoplasmic reticulum stress response in human glioma cells. U87-MG GRP78 promoter luciferase reporter, 16 h. Potency, µM, for inactives: top-dose activation, most hits filed as activators. hit rate 0.02% among 420,000. AID 602332; further: potency means the concentration at half of the fitted maximal effect; series mostly up to about 76 µM; % of control where 0% means no effect; nearly all actives have a fitted effect of over 35% in size
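ERSR induction read as luciferase luminescence (Bright-Glo, 10 min at room temperature) in stably transfected human U87-MG glioma cells exposed to compounds for 16 h, using GRP78 as sensor.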
D2 antag – antagonists of human D2 dopamine receptor; P14416; inhibition, % at 10 µM; hit rate 2% among 340,000; HEK293 TREx D2 cells, calcium flux, dopamine EC80; in the data active means inhibition above about 30%; further: 0% is about no effect
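HEK293 T-REx D2 cells, tet-induced, calcium dye no-wash. Cpd pintool add, 180 s kinetic, then EC80 DA, 180 s kinetic. Ca flux read.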
An asterisk follows results filed as active; u = inconclusive; x = not tested or not shown; & = joins results of further samples; [ ] = dose if it differs, or a comment. Unless noted, the call rests on the fitted dose curve; in most records, active means well fitted curve in the direction sought with a large enough effect; inconclusive means small, poorly fitted or top-dose-only effect, or another doubt; inactive means no such curve, though single readings can be large; an effect the other way counts as inactive or inconclusive.

compound,D2 antag,12-LOX inh,GRP78 ERSR act,Vif-A3F inh,RGS4 inhibitor,D2 agonist,ERG Ets-DNA blk,Vif-APOBEC3G blk,LDHA block
Cc1c2cnn(CC(=O)NCc3ccccc3)c(=O)c2c(C)n1Cc1cccc(Cl)c1,x,-2%,-5%,-28%,-10%,0.0,6%,-8%,1
CCC(=O)n1nc(-c2cccnc2)nc1NCc1cccs1,x,-2%,-2%,6%,-3%,x,-2%,3%,-9
CCOc1ccccc1NC(=O)C1CCCN(S(=O)(=O)c2cn(C)cn2)C1 (configuration not stated),x,-13%,-3%,-2%,18%,-1.3,-2%,6%,-13
Cc1ccc(N(C(=O)c2csnn2)C(C(=O)NC2CCCCC2)c2ccco2)cc1 (configuration not stated),23,-3%,-5%,0%,4%,0.9,9%,-7%,1
COc1ccc(-c2cn3ccccc3n2)cc1[N+](=O)[O-],-2,-10%,5%,5%,31%,1.7,-10%,-5%,-2
CCC(=O)N(C)CCc1cc2c(c(OC)c1/C=N/NS(=O)(=O)c1ccc(C)cc1)OCO2,9,-5%,-1%,1%,5%,2.0,5%,6%,-1
O=C(CC1C(=O)N(c2ccc(F)cc2)C(=O)N1Cc1ccc2c(c1)OCO2)Nc1ccc(F)cc1 (configuration not stated),x,-19%,-3%,0%,1%,0.7,-4%,-7%,0
O=C(C1CCCC1)N1CCC(CC2CC(c3cccc(Br)c3)=NO2)(C(=O)NCC2CCCCC2)CC1 (configuration not stated),-14,u,1%,2%,-18%,0.0,4%,0%,1
Cc1c(NC(=O)C(C)(C)Oc2ccc(Cl)cc2)cccc1-c1nc2ncccc2o1,x,-19%,-2%,-1%,-8%,0.6,0%,-4%,-6
CC1(C(=O)NS(=O)(=O)C2CC2)CCCN(C(=O)c2c(F)cccc2F)C1 (configuration not stated),x,30%[activator],-1%,x,x,x,x,3%,-9
Cc1oc2c(c1C(=O)Nc1cccc(C(=O)O)c1)CCCC2,-6,-18%,-1%,0%,23%,0.3,x,0%,-1
O=C(NCCc1ccccc1)C1CCN(C2CCN(Cc3ccco3)CC2)CC1,-19,10%,0%,-21%,-14%,1.0,-1%,-3%,-5
Cc1cccc(Nc2nc(-c3ccccc3)cs2)n1,-2,-22%,-1%,-2%,-12%,-0.3,-4%,-5%,-2
O=C(CN1CCOCC1)Nc1ccc([N+](=O)[O-])cc1Br,x,0%,-3%,5%,-32%,x,-9%,3%,2
CCCCn1c(SCC(=O)Nc2cc(C)on2)nc2c1c(=O)n(C)c(=O)n2C,3,-20%,-3%,-10%,-2%,0.7,-6%,1%,0
Cc1cc(C)cc(C(=O)N(CCc2ccccc2)C2CC3CCC(C2)N3C)c1 (configuration not stated),-1,-46%,1%,-13%,8%,-0.1,8%,3%,-2
Cc1ccc2cc(C#N)c(NCCNC(=O)C3CC3)nc2c1C,2,0%,-1%,0%,-21%,-0.5,-6%,3%,-15
O=C1NCCCN1Cc1ccc(F)cc1Cl,-10,-2%,-2%,-4%,-11%,-1.8,u,-5%,-7
Cc1ccc(-c2nn(-c3ccc(F)cc3)cc2C(=O)NCC(c2cccs2)N2CCOCC2)cc1 (configuration not stated),3,-10%,2%,5%,8%,-0.6,-9%,0%,-10
Cc1nc(N2CCOCC2)[nH]c(=O)c1C(O)C(Cl)(Cl)Cl (configuration not stated),48*,9%,1%,-4%,-6%,0.7,6%,0%,-4
CCN(CC)C(=O)c1sc(NC(=O)Cc2cccs2)c(C#N)c1C,-8,-2%,-6%,0%,0%,-0.7,-5%,0%,-4
O=C(COC(=O)C1CCC1)Nc1ccc(Oc2ccccc2)cc1,2,-17%,1%,-9%,34%,0.7,2%,0%,7
CCOC(=O)/C(CCC[N+](C)(CC)CC)=N\O,-3,u,-4%,7%,-16%,0.1,-7%,-1%,-18
O=C(N/N=C\c1cccs1)c1ccccc1-n1cccc1,3,3%,-1%,-1%,-16%,0.2,-11%,0%,-11
Cc1cc(Nc2ccccc2)nc(-c2ccccc2O)n1,5,0%,0%,5%,-16%,0.8,-2%,-9%,2
C/C(CC(=O)Nc1cc(C)ccn1)=N\NC(=O)c1cccc(F)c1,17,10%,8%,-3%,21%,-0.1,4%,u,7
CCOC(=O)N1CCC(NC(=O)C2CCCN(S(=O)(=O)c3ccc4c(c3)oc(=O)n4C)C2)CC1 (configuration not stated),9,-11%,-1%,-1%,7%,1.1,x,0%,-5
CN(c1ccccc1)S(=O)(=O)c1ccc(C(=O)N2CCN(c3ccccc3Cl)CC2)cc1,x,4%,-4%,11%,1%,x,0%,5%,-8
COCCOc1cc(NC(=O)CS(=O)CC(=O)N(C)C)c(Cl)cc1Cl (configuration not stated),5,-5%,1%,10%,-14%,-2.0,-8%,1%,-4
CCc1nc(NCCN)c(C#N)c2c1CSC(C)(C)C2,-14,-16%,-2%,3%,9%[11.4 µM],-0.7,-1%,1%,-3
CCCCn1nnnc1SCC(=O)Nc1ccc(F)cc1,-13,u,-2%,x,11%,-2.3,-5%,0%,-3
O=C(c1ccccc1Br)N1CCC(c2nc3ccccc3s2)CC1,-29,0%,0%,-2%,-6%,0.0,20%,-6%,-4
C[C@@H]1COC(=O)[C@@H](CC(=O)OC(C)(C)C)C/C=C\C[C@@H](CC(=O)N[C@@H](CO)Cc2ccccc2)C(=O)N1,x,-5%,-1%,2%,16%,x,1%,-1%,-1
CC(C)=CCN1CCNC(=O)C1CC(=O)NCc1nc(C)c(C)s1 (configuration not stated),21,16%,-4%,0%,-11%,0.8,-2%,0%,-5
CCCc1cc(=O)oc2cc(C)cc(OCC(=O)NCc3cccnc3)c12,4,0%&12%,-7%,-3%,-11%[56.9 µM],0.7,10%,-3%,-2&12
CCc1ccc(Nc2nnc(SCC(=O)c3c(N)n(C4CC4)c(=O)[nH]c3=O)s2)cc1,6,6%,2%,-14%,-27%,-0.7,2%,-7%,-1
COc1cccc(C2CC(c3cccs3)=NN2C(=O)CSc2nc3ccccc3s2)c1OC (configuration not stated),x,-20%,-4%,4%,-9%,x,7%,0%,-5
CCN(CC)S(=O)(=O)c1cccc(C(=O)OCC(=O)c2ccc3c(c2)NC(=O)CO3)c1,x,2%,-5%,-6%,-5%,x,x,-2%,-9
Cc1nn(Cc2ccc(F)cc2)c(C)c1NC(=O)C1c2ccccc2Oc2ccccc21,7,-14%,-6%,-16%,-40%,0.5,-10%,-15%,-3
Cc1ccc(S(=O)(=O)N2CCCCC2)cc1NC(=O)CSc1nncn1-c1ccccc1,19,-10%,4%,-6%,5%,1.6,-2%,-6%,-4
O=C(Nc1nncs1)C(Sc1ccccc1)c1ccccc1 (configuration not stated),-2,12%,-3%,1%,-34%,0.5,x,-2%,-9
COCCNCc1ccccc1[N+](=O)[O-],x,9%,-3%,-1%,3%,x,1%,3%,0
CCOC(=O)c1cnc2ccc(C(=O)OC)cc2c1Nc1ccc(C(=O)O)cc1,-4,-11%,-1%,-6%,11%,0.1,17%,-8%,-4
COC(=O)C1CCN(C(=O)N2CCOCC2)CC1,7,-8%,-5%,-10%,-4%,-0.7,x,-4%,-6
O=C(COc1ccccc1)Nc1c(C(=O)N2CCC(N3CCCCC3)CC2)oc2ccccc12,-9,0%,1%,5%,-15%,-1.0,-10%,0%,1
CC(=O)c1cccc(NC(=O)C(C)OC(=O)c2ccc(Br)o2)c1 (configuration not stated),-46,u,-5%,3%,-1%,-1.2,0%,4%,0
Cc1ccc(CNC(C)(C)CO)cc1,10,u,-1%,-2%,38%,0.5,4%,0%,-9
CNC(=O)c1sc(=S)n(-c2ccc(OC)cc2)c1N,-5,-10%,-1%,3%,-9%,0.9,9%,4%,3
O=C(CSc1nnnn1-c1cccnc1)NCc1cccs1,6,0%[57.4 µM],2%,-5%,1%,0.5,0%,1%,-5
O=C(Cn1ccc([N+](=O)[O-])n1)N1CCCCCC1,-3,-2%,-4%,10%,-12%,0.5,9%,5%,-5

The list continues.
compound,D2 antag,12-LOX inh,GRP78 ERSR act,Vif-A3F inh,RGS4 inhibitor,D2 agonist,ERG Ets-DNA blk,Vif-APOBEC3G blk,LDHA block
CS(=O)(=O)c1ccc2nc(NC(=O)Nc3ccccc3F)sc2c1,-3,2%,-2%,-7%,5%,1.0,-8%,-3%,1
O=C1CCC2(C(=O)O)Sc3ccccc3N12 (configuration not stated),9,-12%,-3%,6%,1%,-0.8,-7%,2%,-6
CCS(=O)(=O)C1=NSC2=NC(=O)/C(=C\c3ccc(OS(=O)(=O)c4ccccc4)cc3)C(=N)N21,2,x,2%,-27%,-12%,-0.4,18%,1%,-2
COc1ccc(CCN2C(=O)c3[nH]nc(-c4ccccc4O)c3C2c2ccc(OC)cc2)cc1 (configuration not stated),x,-1%,1%,1%,-8%,0.1,0%,-4%,-11
Cc1ccc(C)c(COC(=O)c2cc([N+](=O)[O-])ccc2N2CCOCC2)c1,-3,-24%,-3%,7%,-12%,0.4,-1%,-23%,-6

Structures above shown as hits in D2 antag:
| SMILES | D2 antag | 12-LOX inh | GRP78 ERSR act | Vif-A3F inh | RGS4 inhibitor | ERG Ets-DNA blk | Vif-APOBEC3G blk | LDHA block |
| --- | --- | --- | --- | --- | --- | --- | --- | --- |
| Cc1nc(N2CCOCC2)[nH]c(=O)c1C(O)C(Cl)(Cl)Cl (configuration not stated) | 48* | 9% | 1% | -4% | -6% | 6% | 0% | -4 |

Not all compounds are listed. The share of hits here may be higher or lower than overall.
